Screening results deposited in PubChem BioAssay by National Center for Advancing Translational Sciences (NCATS).
MBNL1 CUG block: blocks human MBNL1 binding to CUG repeat RNA; TR-FRET MBNL1-His/biotin-(CUG)12 binding, 665/545 ratio; Potency, µM (series often up to 57.5 µM), for the others: at the top dose activity change, negative = inhibition, actives largely listed as inhibitors; 280,000 tested, 0.036% active; AID 2675; active means well fitted inhibition curve with a large enough effect in the signal ratio, with a control signal flat, not every such curve was filed as active; inconclusive means small, poorly fitted or top-dose-only effect, or effect the other way, or a change in a side signal; inactive means no such curve, though single readings can be large or run the other way; the % refers to the signal ratio; further: potency means the concentration at half of the fitted maximal effect; on the % scale 0 is the no-effect control and ±100 the full control effect
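TR-FRET between His-tagged MBNL1 and biotin-(CUG)12 RNA, detected with Tb anti-His antibody (0.055 ng/ul) and streptavidin-XL665 (5 nM), 60 min at room temperature. Compounds titrated 92 nM to 58 uM; 665/545 nm ratio normalized to buffer and complex controls.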
GALK inhibitor: galactokinase (human) inhibition | P51570 | Purified GALK, Kinase-Glo residual ATP luminescence | Potency, µM (titrated, usually from 57.5 µM), for the others: top-dose activity change, negative = inhibition, hits mostly inhibitors | 270,000 tested, 0.007% active | AID 1868; further: potency means the concentration at half of the fitted maximal effect; on the % scale 0 is the no-effect control and ±100 the full control effect
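The enzyme phosphorylates galactose (100 uM) using ATP (35 uM); inhibition is detected as higher residual ATP, quantified by bioluminescence after 1 h reaction at room temperature, pH 8.0.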
FBPA coupling cs: inhibits coupling enzyme system, counter-screen for aldolase hits; coupling enzyme system counterscreen, AmpLite Red fluorescence; 290,000 tested, 0.67% active; activity change, negative = inhibition, % at 58.2 µM, hits read low; AID 2472; in the data active means activity change below about -30%; further: on the % scale 0 is the no-effect control and ±100 the full control effect
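Counterscreen lacking aldolase: glyceraldehyde-3-phosphate coupling-enzyme reagent preincubated 10 min at RT with compound (at 57.5 uM final), then substrate/coupling system with AmpLite Red added; fluorescence read at 525/598 nm after 20 min RT.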
hERG WT inh: blocks the wildtype human KCNH2 potassium channel | Q12809 | U2OS, BacMam KCNH2, thallium flux FluxOr; active compounds read low | activity change, % at 1.84 µM | 340,000 tested, 0.37% active;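 active means maximum activity change below -70%; inconclusive means maximum activity change between -70% and -50%; inactive means maximum activity change above -50%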; further: on the % scale 0 is the no-effect control and ±100 the full control effect
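U2OS cells were transduced with wild-type KCNH2 virus (2.03 x 10^8 / mL) for 4 h at room temperature, then cultured overnight at 37 C. Thallium flux was read with FluxOr dye. Rate constants were normalized to DMSO controls.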
S-ASM inh: blocks human secretory acid sphingomyelinase | placental ASM, HMU-PC fluorogenic substrate, 60 min | Potency, µM (titrated, usually from 57.5 µM), for inactives: top-dose activity change, negative = inhibition, most hits filed as inhibitors | 340,000 tested, 0.006% active | AID 504937; further: potency means the concentration at half of the fitted maximal effect
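Fluorescence read-out (Ex 386 nm, Em 447 nm) after stopping the reaction at pH 10. Enzyme: ASM from human placenta; substrate HMU-PC0, 9 uM final; 60 min, 37 °C. Compound preincubation 10 min, ambient temperature.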
CXXC DNA block: inhibitors of human MLL CXXC domain-DNA interaction; Q03164; MLL-CXXC / FITC-HOXA9 DNA fluorescence polarization; Potency, µM (series often up to 115 µM), without a hit: at the top dose activity change, negative = inhibition, usual class: inhibitors; 290,000 tested, 0.037% active; active means well fitted inhibition curve with a large enough effect in the polarisation, with a control signal flat, not every such curve was filed as active; inconclusive means small, poorly fitted or top-dose-only effect, or effect the other way, or a change in a side signal; inactive means no such curve, though single readings can be large or run the other way; the % refers to the polarisation; further: potency means the concentration at half of the fitted maximal effect
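Steps: dispense CXXC domain solution (7 uM) → pin compounds or unlabeled HOX-A9 DNA control → 5 min ambient → add FLSN-HOX-A9 solution (50 nM) → spin → 30 min ambient → fluorescence polarization. Tris pH 7.5/NaCl/DTT/BSA buffer.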
TRPV1 ag: human TRPV1 agonism | activation, % at 8.33 µM | 320,000 tested, 0.19% active | TRPV1-expressing cells, Fluo-8 calcium influx, agonist mode; in the data active means activation above about 80%; inconclusive means between about 30% and that limit; further: 0% is about no effect
Target sequence (Q8NER1 whole entry, looked up): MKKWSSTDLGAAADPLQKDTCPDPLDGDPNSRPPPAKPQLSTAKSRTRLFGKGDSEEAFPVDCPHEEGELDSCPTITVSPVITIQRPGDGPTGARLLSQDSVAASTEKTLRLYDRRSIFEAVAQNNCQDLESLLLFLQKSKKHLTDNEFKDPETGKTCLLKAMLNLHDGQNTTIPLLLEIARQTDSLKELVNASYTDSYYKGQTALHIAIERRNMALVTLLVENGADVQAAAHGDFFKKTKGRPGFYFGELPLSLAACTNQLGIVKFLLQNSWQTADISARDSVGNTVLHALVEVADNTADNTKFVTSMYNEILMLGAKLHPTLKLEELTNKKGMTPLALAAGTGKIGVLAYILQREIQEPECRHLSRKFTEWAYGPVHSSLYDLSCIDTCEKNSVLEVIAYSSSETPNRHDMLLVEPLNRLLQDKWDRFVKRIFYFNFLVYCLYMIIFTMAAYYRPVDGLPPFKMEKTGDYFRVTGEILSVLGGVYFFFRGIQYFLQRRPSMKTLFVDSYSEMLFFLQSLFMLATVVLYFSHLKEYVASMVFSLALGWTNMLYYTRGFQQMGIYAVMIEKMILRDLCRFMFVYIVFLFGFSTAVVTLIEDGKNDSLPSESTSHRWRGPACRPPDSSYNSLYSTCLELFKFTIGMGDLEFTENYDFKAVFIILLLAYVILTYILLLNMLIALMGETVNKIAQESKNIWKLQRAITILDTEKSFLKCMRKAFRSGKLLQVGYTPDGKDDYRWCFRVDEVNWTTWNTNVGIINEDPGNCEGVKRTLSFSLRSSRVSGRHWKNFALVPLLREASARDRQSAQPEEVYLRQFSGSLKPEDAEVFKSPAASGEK
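TRPV1-expressing cells were cultured overnight at 35.5C and loaded with Fluo-8 calcium dye for 40 to 90 min at room temperature. After a 10 s baseline, compound was added and calcium influx was read kinetically for 3 min (ex 480/em 520 nm).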
A-T KAP1 phos: candidate therapy for ataxia-telangiectasia | […] A-T fibroblasts, KAP-1 phosphorylation AlphaLISA; neocarzinostatin DNA damage 30 min before lysis | Potency, µM (titrated, usually from 57.5 µM), inactives show top-dose activation, most hits filed as activators | 320,000 tested, 0.19% active; further: potency means the concentration at half of the fitted maximal effect; % of control where 0% means no effect; nearly all actives have a fitted effect of over 45% in size
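hTERT-immortalized A-T patient fibroblasts ([…]), 500 cells/well in OPTI-MEM, 1% FBS, got compounds for 60 min, then NCS for 30 min at 37C. Lysates were then assayed for phospho-KAP-1 by AlphaLISA (anti-pKAP1 donor, anti-KAP1 acceptor beads), 6 hr at 25C.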
a7 integrin act: integrin-mediated muscular dystrophy alleviation activation. Potency, µM (doses to about 38.3 µM), for inactives: at the top dose activation, usual class: activators. 350,000 tested, 0.064% active. alpha7betagal myoblasts, beta-gal FDG fluorescence, 48 h. AID 624291;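 further: potency means the concentration at half of the fitted maximal effect; 100% = response of the positive control SU9516; nearly all actives have a fitted effect of over 60% in size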
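Alpha7betagal+/- myoblasts (passage 13) were plated 16-24 hr, then exposed to compounds (1:260 dilution of DMSO stock) for 48 hours at 37C. After MPER lysis, β-galactosidase reporter activity was read as FDG fluorescence (ex 480/em 540) after 30 minutes.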
KCNH2 3.1 block: blocks the human KCNH2 3.1 channel isoform | 340,000 tested, 0.95% active | activity change, % (tested at about 1.8 µM) | U2OS KCNH2 3.1, thallium flux FluxOr; active compounds read low;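 active means maximum activity change below -70%; inconclusive means maximum activity change from -70% to -50%; inactive means maximum activity change above -50%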;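 further: thallium influx rate constant from kinetic fluorescence after stimulation buffer; on the % scale 0 is the no-effect control and ±100 the full control effect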
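Thallium flux via FluxOr fluorescence (Red40 quencher, 45 min loading) in U2OS cells virally expressing the KCNH2 3.1 isoform (1.77 x 10^8 /mL virus, overnight at 37 C). Rate constants from 2-min kinetic reads post-stimulation, normalised to positive and negative controls.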
Numbers without * were called inactive; i = inactive; ? = inconclusive; / = no result given; & = joins results of further samples; [ ] = another dose, or the depositor's remark. Unless noted, the call rests on the fitted dose curve; in most records, active means well fitted curve in the direction sought with a large enough effect; inconclusive means small, poorly fitted or top-dose-only effect, or another doubt; inactive means no such curve, though single readings can be large; an effect the other way counts as inactive or inconclusive.

SMILES	MBNL1 CUG block	GALK inhibitor	FBPA coupling cs	hERG WT inh	S-ASM inh	CXXC DNA block	TRPV1 ag	A-T KAP1 phos	a7 integrin act	KCNH2 3.1 block
CCOc1nc(Nc2ccc(Cl)cc2)nc(OCC)n1	3%	0%	0	-3	-1%	-4%	?	7%	-19%	-6
CC(NC(=S)Nc1ccc(F)cc1)c1ccccc1 (configuration not stated)	-6%	6%	0	-11	4%	6%	?	5%	-19%	-9
COC(=O)C1=C(CS(=O)(=O)c2ccccc2)NC(=O)NC1c1ccccc1 (configuration not stated)	-15%	6%	0	-19	2%	-4%	0	-1%	23%	2
S=c1[nH]nc(-c2ccccc2)n1Cc1ccccc1	7%	1%	4	0	-2%	7%	1	0%	4%	13
O=C1C2ON(c3ccccc3)C(c3ccncc3)C2C(=O)N1c1ccc(N2CCOCC2)cc1 (configuration not stated)	1%	2%	2	5	-6%	11%	/	7%	11%	2
CCCCOCCCNC(=O)N[C@H](C(=O)OC)C(C)C	-6%	-2%	1	8	4%	0%	-1	4%	18%	-8
Cn1nc(C(=O)Nc2ccc(S(=O)(=O)N3CCCCC3)cc2)c2ccccc2c1=O	4%	1%	0	0	-17%	-1%	-2	1%	-39%	-7
Cn1ncc(Br)c1C(=O)NC1C2CC3CC(C2)CC1C3 (configuration not stated)	-3%	2%	2	-3	3%	3%	29	-12%	-30%	14
CCOC(=O)Cc1cc(=O)n2[nH]c(C)c(-c3ccc(OC)cc3)c2n1	4%	-1%	-2	3	-1%	-12%	-4	-5%	-2%	2
Cc1c(C)c2ccc(OCC(=O)N3CCN(c4ccc(F)cc4)CC3)c(C)c2oc1=O	1%	3%	-2	-3	-18%	18%	-3	-4%	-26%	-27
O=[N+]([O-])c1ccc(N2CCCCC2)cc1N1CCOCC1	?	/	1	-1	-10%	-1%	2	-14%	-22%	-8
CCCC1(c2ccccc2)NC(=O)N(CC(=O)Nc2ccccc2C(F)(F)F)C1=O (configuration not stated)	0%	3%	1	6	-17%	4%	-2	3%	1%	-5
CCCCSc1nnc(-c2cc(Br)ccc2N)c(=O)[nH]1	1%	0%	6	-17	0%	-6%	1	4%	-7%	-3
COc1ccc(CCn2c(NCc3ccco3)nc3c2c(=O)[nH]c(=O)n3C)cc1	2%	1%	0	-23	-1%	-6%	1	14%	-3%	9
O=C(OCC(=O)N1CCN(S(=O)(=O)c2ccc(Cl)cc2)CC1)C1CCC1	/	/	/	-15	1%	/	1	-13%	1%	-2
COc1ccc(C2C3=C(OC(C)=O)c4ccccc4C3=Nc3c2c(=O)n(C)c(=O)n3C)cc1 (configuration not stated)	36%&6%[activator]	2%&-1%	-1&4	-1	-1%	19%&6%	-2&1	-3%	17%	-15
Cc1nnc(SCC(=O)N(CC(C)C)C2CCS(=O)(=O)C2)s1 (configuration not stated)	/	/	/	0	0%	/	2	-1%	-3%	7
CC(C)C(C)NC(=O)COc1ccc(S(=O)(=O)N2CCOCC2)cc1Cl (configuration not stated)	-3%	13%	2	-8	-2%	-2%	3	7%	-27%	8
O=C1C2C3C=CC(C2C(=O)N1c1nccs1)C1C(=O)N(c2nccs2)C(=O)C31 (configuration not stated)	-5%	-2%	-1	-1	4%	0%	-1	3%	20%	13
COc1ccc(CC(=O)OCC(=O)c2c[nH]c3ccccc23)cc1	/	/	/	0	-22%	/	9	4%	20%	-1
CN(C)c1ccc(C(=O)N2CCCC2)cc1	-8%	0%	-1	/	2%	1%	-3	-10%	?	9
O=[N+]([O-])c1ccc(C(O)CN2CCN(Cc3ccccc3)CC2)cc1 (configuration not stated)	24%	/	-3	-16	7%	3%	-2	-9%	-19%	-70*
O=C(NCc1ccccc1)C1=C[C@@H](c2ccccc2)C[C@@H](OCCCCO)O1	/	/	/	-8	-5%	/	/	/	-18%	-27
CCc1ccc(OCC(=O)N2c3ccccc3CCc3ccccc32)cc1	-10%	1%	2	1	-14%	8%	16	14%	-8%	-17
COc1ccc(OC)c(Nc2nc(N)nc(-c3cc4ccccc4o3)n2)c1	-4%	-2%	2	4	12%	14%	14	2%	-55%[inhibitor]	3
Cc1ccc(S(=O)(=O)N2CCOCC2)cc1C(=O)NCc1ccccn1	/	/	/	-1	2%	/	-2	10%	-17%	11
O=C(Nc1cccc(S(=O)(=O)N2CCCCC2)c1)c1cccs1	-1%	-5%	/	2	-2%	-6%	17	-2%	-22%	/
Nc1nnn(CC(=O)N/N=C/c2ccncc2)n1	-7%	/	2	-3	0%	-19%	0	9%	9%	6
COc1ccc(C(=O)NC(=S)NCCc2ccccc2)cc1	-6%	2%	2	-8	-4%	-2%	9	3%	-11%	/
O=C(O)CSCC(=O)NCc1ccccc1	1%	-1%	3	1	4%	-3%	-3	-4%	4%	1
CCC1C/C(=C\c2cc(OC)c(OC)cc2OC)C(=O)/C(=C/c2cc(OC)c(OC)cc2OC)C1 (configuration not stated)	6%	3%	2	-8	?	?	5	6%	-66%[inhibitor]	15
O=C(/C=C/Nc1ccc(Br)cn1)c1cccc(OC(F)F)c1	/	/	/	4	75%[activator]	/	15	1%	-28%	-7
COc1ccc(OCC(=O)Nc2cc(-c3nn(C)c(=O)c4ccccc34)ccc2N2CCOCC2)cc1	6%	0%	4	3	-3%	2%	7	41%	7%	1
COc1cc(C(C)=O)ccc1Oc1ncnc2c1cnn2-c1ccc(C)c(C)c1	-16%	1%	9	13	-3%	-8%	-1	0%	-5%	-1
Cn1c(N)c(S(=O)(=O)N2CCN(C(=O)c3ccco3)CC2)c(=O)n(C)c1=O	0%	1%	-2	i	3%	13%	-1	-4%	-7%	7
Cc1ccc(-c2cc(C(=O)Nc3cc(C)ccc3C)[nH]n2)c(O)c1	10%	-1%	0	-6	4%	-6%	-3	-2%	10%	-23
CC(C)(C)NC(=O)NC(=O)CN1CCN(S(=O)(=O)/C=C/c2ccccc2)CC1	-5%	11%	1	-1	-2%	10%	0	7%	52%	-4
O=C(CNC(=S)N(Cc1ccccc1)Cc1cccnc1)NCCc1ccccc1	-7%	-1%	0	-1	1%	-8%	0	6%	-11%	7
CCOC(=O)CSc1nnc(CCCCCN2C(=O)c3cccc4cccc(c34)C2=O)o1	/	-1%	1	/	-4%	-7%	6	0%	0%	-6
CC(=O)NC(=S)Nc1ccccc1C(=O)Nc1ccccc1	/	2%	5	-1	9%	5%	4	0%	-7%	3
COCCCN(C(=O)Cc1coc2cc(C)c(C)cc12)c1c(N)n(Cc2ccccc2)c(=O)[nH]c1=O	/	/	/	-4	0%	/	-2	-10%	-28%	8
CSCCC(NC(=O)c1ccccc1Cl)C(=O)OCC(=O)N1CCCC1=O (configuration not stated)	/	/	/	-1	0%	/	2	-5%	3%	6
CCCOc1ccc(C2C(=O)N(C3CCCCC3)CC(=O)N2CCCOCC)cc1OC (configuration not stated)	7%	0%	3	8	0%	4%	14	-3%	-18%	9
Cc1ccccc1S(=O)(=O)Nc1nc2ccccc2nc1Cl	26%	-2%	5	4	21%	-5%	-2	13%	4%	6
O=C(O)CCC(=O)N1CCc2cc(S(=O)(=O)N(CCc3ccccc3)Cc3ccccc3)ccc21	-5%	0%	12	-3	-3%	-6%	0	1%	-29%	1
Cc1cc(C)cc(C(=O)N2CCN(Cc3ccc4c(c3)OCO4)CC2)c1	-5%	-1%	3	1	3%	0%	24	8%	-13%	-7
COc1ccc(N(CC(=O)N2c3ccccc3CC2C)S(=O)(=O)c2c(C)noc2C)cc1 (configuration not stated)	-4%	-4%	2	-7	-1%	16%	8	2%	-10%	0
C/C(=N\NC(=O)c1cc(-c2cccc([N+](=O)[O-])c2)n[nH]1)c1ccc(F)cc1	?	1%	2	6	-2%	-4%	-4	-2%	-21%	2
CC(=O)Nc1ccc(S(=O)(=O)NCC2CCC(C(=O)NCCC3=CCCCC3)CC2)cc1 (configuration not stated)	-12%	-1%	2	-6	2%	1%	-8	/	-14%	6
CCc1ccc(N2CC(C(=O)Nc3ccc(S(=O)(=O)NCC4CCCO4)cc3)CC2=O)cc1 (configuration not stated)	-3%	15%	3	-21	-14%	16%	1	5%	21%	14
COc1ccc(SC[C@H](C)CN2CC[C@H](C)CCC2=O)cc1	/	/	/	-4	-2%	/	?	8%	-20%	-6
N#Cc1ccc(OCC(=O)OCC(=O)Nc2sccc2C(N)=O)cc1	/	/	/	7	-2%	/	1	7%	1%	-10
